PAX8 reporter = PAX8 transcriptional activity inhibition; RMG-I TPO-luciferase reporter, SteadyGlo, 24 h; inhibition, % at 12.6 µM; hit rate 1.2% among 360,000; AID 652154;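 active means mean replicate inhibition at least 60% with every replicate also reaching 60%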;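 further: luciferase light reporting Pax8 driven TPO promoter activity; plate controls were median of neutral control wells for no effect and mitoxantrone controls for full effect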
PglD inh = blocks C. jejuni PglD acetyltransferase activity | purified PglD enzyme, DTNB colorimetric CoA detection | inhibition, % at 12.5 µM | hit rate 0.098% among 360,000 | AID 602405; in the data active means inhibition above about 16%, passing the limit was not always enough; further: strong numbers were not always called active
INS-1E GSIS act = primary screen for activators of insulin secretion dependent on glucose, INS-1E cells, GLuc reporter luminescence. activation, % at 16.6 µM. hit rate 0.61% among 370,000. INS-1E GLuc reporter insulin secretion, 2-3 h;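 active means lowest replicate activation of at least 40%, so every replicate reaches that level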;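 further: 0% = median of neutral control wells and 100% = median of IBMX positive control wells; some compounds called inactive have numbers as strong as hits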
ARNT TACC3 PPI = disrupts binding between human ARNT and TACC3 | Q9Y6A5 | inhibition, % at 9.99 µM | hit rate 0.66% among 390,000 | AlphaScreen His-ARNT PAS-B/GST-TACC3 binding, luminescence; TACC3 fragment carries E629A point mutation;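 active means mean inhibition of replicates at least 50% and at least half of replicates each reaching 50%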;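 further: 0% = complete ARNT plus TACC3 wells and 100% = ARNT alone without TACC3; many hits fall short of the cut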
Statin myotox sup = suppression of simvastatin myotoxicity. C2C12 myotubes + simvastatin, ATP luminescence, 48 h; scaled: DMSO 0, geranylgeraniol control 100. rescue of ATP level, % at 7.49 µM. hit rate 0.78% among 330,000. AID 602340;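 active means mean ATP rescue above about 67%, or every replicate alone reaching that limit, limit read from the data, passing the limit was not always enough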;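 further: myotubes were challenged with 10 µM simvastatin during compound exposure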
LGR2 inh = Drosophila LGR2 receptor signaling inhibition; inhibition, % at 9.99 µM; AID 720647; hit rate 0.35% among 380,000; HEK293 LGR2, CRE-luciferase, bursicon-stimulated, 4 h;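 active means drop in luminescence signal, shown as inhibition above about 50% in the replicate tests, limit read from the data, passing the limit was not always enough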;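 further: agonist challenge used bursicon conditioned medium at about half maximal strength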
PGC1a acetyl inh = PGC1a acetylation modulation, inhibitor mode; U2OS PGC1a acetylation, AlphaScreen anti-acetyl-lysine; with virally co-expressed GCN5 acetyltransferase; inhibition, % at 15.6 µM; hit rate 0.17% among 350,000;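 active means every replicate shows inhibition of at least 40%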;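 further: 0% = neutral control wells and 100% = positive control wells; some results beyond the cut were filed as inactive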
Cneo AK release = causes C. neoformans cell lysis; adenylate kinase release luminescence, 4 h; normalised: neutral wells 0, clomiphene wells 100; lysis activity, % at 15 µM; hit rate 0.2% among 360,000;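 active means mean lysis activity across replicates of at least 80%, whatever share of replicates individually reach that level; inactive means mean lysis activity below 80%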
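Material – log-phase Cryptococcus neoformans yeast cells · Input – 5 × 10^6 yeast cells/mL · Medium – fresh YPD growth medium · Doses – single compound concentration per well · Timing – static 4 h at 37 °C with compound, 1 h detection · Detection – adenylate kinase release luminescence · Read-out – signal increase indicating cell lysis · Control set – Clomiphene as positive lysis control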
Starred values were filed as active, the others as inactive; x = no result given.

Compound	PAX8 reporter	LGR2 inh	PglD inh	Statin myotox sup	INS-1E GSIS act	PGC1a acetyl inh	ARNT TACC3 PPI	Cneo AK release
C/C(Cn1nnc([N+](=O)[O-])n1)=N\NC(=O)c1ccc(Cl)c(Cl)c1	x	15	x	8	-21	-2	12	x
Cc1ccc(C(C(=O)NC(C)(C)C)N(Cc2ccco2)C(=O)CCC(=O)Nc2ccccn2)cc1 (configuration not stated)	3	3	2	-35	-51	2	1	1
CCc1nc2ccc(C(=O)Nc3ccc(OC)c(OC)c3)cn2c1N(C)Cc1ccc(N(C)C)cc1	-13	0	-2	-1	-8	x	x	0
C=CCn1c(C)csc1=Nc1ccccc1C	-50	x	3	4	-1	x	11	-1
CC(=O)c1cccc(CN2CCN(Cc3ccccc3)C(CCO)C2)c1 (configuration not stated)	33	12	x	x	10	1	13	x
COc1ccc(CNC(=O)C2CC(O)CN2C(=O)Nc2ccccc2)cc1 (configuration not stated)	2	7	1	-3	-3	7	-4	4
Fc1cccc(Cc2c(-c3cccc(Cl)c3)nc3c(Cl)cc(C(F)(F)F)cn23)c1	9	-19	-8	22	1	5	x	0
S=c1[nH]nc(-c2ccco2)n1Cc1ccccc1	-6	x	-2	2	x	27	3	0
CCN(CC)S(=O)(=O)c1ccc(/C=C/C(=O)OCC#N)cc1	-22	-12	3	-4	-14	-4	3	0
O=C(NC1CCCCCC1)c1cccnc1Sc1ccccc1	-7	-15	x	x	23	x	-2	x
Cc1ccc(S(=O)(=O)N2CCOCC2)c(C)c1NS(C)(=O)=O	-21	17	-123	1	18	5	-6	4
Cc1c(-c2cccc(Cl)c2)nc2ccccc2c1C(=O)OCC(=O)Nc1ccc2c(c1)OCO2	8	-15	-3	x	-19	x	11	-1
CCC(=O)N1CCc2cc(S(=O)(=O)CCC(=O)Nc3cccc(C)n3)ccc21	27	8	x	x	11	x	-5	x
C[C@@H]1CN([C@H](C)CO)C(=O)c2cccc(NC(=O)NC3CCCCC3)c2O[C@@H]1CN(C)C(=O)Nc1ccc(F)cc1	5	-17	-2	-9	-4	5	-3	1
Cc1cc(-c2nnc(SCC(=O)NC3CC3)n2C(C)C)cs1	x	7	-3	x	25	-6	-4	-1
COc1ccc(S(=O)(=O)Nc2cccc3c2O[C@@H](CN(C)CC2CCCCC2)[C@@H](C)CN([C@@H](C)CO)C3=O)cc1	-1	-6	-2	7	-7	18	1	14
Cc1ccccc1NC(=S)N(CCCN1CCOCC1)Cc1cccnc1	8	3	x	x	11	x	-4	x
COc1cccc(N=Cc2ccc(O)cc2O)c1	x	-19	-3	x	0	0	1	-2
O=C(Nc1ccccc1F)N1CC(=O)N2[C@H](CO)[C@@H](c3ccc(C#CC4CCCC4)cc3)[C@H]2C1	16	0	x	x	-11	-4	x	x
CCCc1sc(C(=O)Nc2nnc(C3CC3)s2)cc1CC	-20	5	2	-21	24	x	-8	0
CO[C@@H]1CC[C@H]2CCN(C)C(=O)C[C@H](c3ccccc3)CN(C)C(=O)c3cccc(C#N)c3OC[C@H]1O2	-1	0	1	-2	7	x	-6	3
CN1C(=O)c2cc(NC(=O)c3cnccn3)ccc2OC[C@@H]2O[C@H](CC(=O)N[C@H]3CCN(Cc4ccccc4)C3)CC[C@H]21	1	-20	-1	-1	3	-5	-6	-1
Cc1cc(O)cc(C)c1NS(=O)(=O)c1ccc2ccccc2c1	-11	7	5	0	-6	-3	-6	4
CCCCOc1ccc([N+](=O)[O-])cc1C(=O)O	-4	29	3	6	-7	-6	-9	-2
Cc1csc(/N=C/c2ccc([N+](=O)[O-])cc2)n1	17	-15	x	x	-2	x	-8	x
COc1ccc(CNC(=O)COc2ccc(C(=O)c3ccc(F)cc3)cc2)cc1	9	3	x	x	4	x	-5	x
CCC1CCCCN1CC(=O)Nc1ccc2c(c1)OCCO2 (configuration not stated)	-92	-22	3	1	7	-3	7	-2
S=C1SCN(Cc2cccnc2)CN1Cc1cccnc1	93*	19	x	x	x	-1	-8	x
Cc1ccc(C2CC(c3cccs3)=NN2S(=O)(=O)c2ccc(C)cc2)cc1 (configuration not stated)	9	-14	-3	x	-5	x	x	5
Nc1ccc(S(=O)(=O)NC2(C(F)(F)F)NC(=O)N(c3ccccc3F)C2=O)cc1 (configuration not stated)	-22	-8	11	12	-24	x	8	-2

Compound	PAX8 reporter	LGR2 inh	PglD inh	Statin myotox sup	INS-1E GSIS act	PGC1a acetyl inh	ARNT TACC3 PPI	Cneo AK release
Cc1ccc(-c2cc(C(=O)N/N=C/c3cccnc3)n[nH]2)o1	22	-23	x	-9	18	x	2	x
O=C(Nc1ccc(F)cc1F)NC1CCN(Cc2c(F)cccc2Cl)CC1	7	23	-1	-25	17	1	-3	1
Cc1cccc(-c2ccc([C@H]3[C@H](CO)N4C(=O)CN(S(=O)(=O)c5cccc(F)c5)C[C@@H]34)cc2)c1	11	-7	x	x	-8	-10	x	x
CCOC(=O)C1CCCN(c2c(NCC3CCCO3)c(=O)c2=O)C1 (configuration not stated)	8	-1	-1	1	1	-2	-7	1
C[C@@H]1CN([C@@H](C)CO)C(=O)c2cc(NC(=O)Nc3ccc4c(c3)OCO4)ccc2O[C@@H]1CN(C)C(=O)Nc1ccc(C(F)(F)F)cc1	77*	13	0	-85	-11	1	15	6
CN(C)C(=O)C1C2NC(=S)N(c3ccccc3)C1(C)Oc1ccccc12 (configuration not stated)	15	-2	x	x	-5	-1	-1	x
Cc1sc2c(c1C)C(O)=C(C(=O)Nc1ccccc1)S(=O)(=O)N2C	-12	8	x	2	-10	x	2	x
CCOc1ccc(NC(=O)CCS(=O)(=O)c2ccc(Br)cc2)cc1	-3	-7	6	2	-9	5	0	-1
CO[C@@H]1CN(C)C(=O)c2ccc(NC(=O)Nc3cccc(F)c3)cc2OC[C@@H](C)N(C(=O)Nc2c(C)noc2C)C[C@H]1C	-6	-2	2	-12	-3	2	4	-1
COCCNC(=O)c1ccc(N(C)S(=O)(=O)c2ccc(OC)c(OC)c2)cc1	x	-2	8	-15	44*	-6	4	33
COc1ccc2nc3oc(C(=O)N4CC(C)CC(C)C4)cc3cc2c1 (configuration not stated)	x	x	2	-69	x	-7	-2	-1
CCCNC(=O)C[C@H]1C[C@@H]2c3cc(NS(=O)(=O)c4ccc(F)cc4)ccc3O[C@@H]2[C@@H](CO)O1	-5	5	0	-2	-2	-12	-10	6
C[C@@H]1CN([C@H](C)CO)C(=O)c2cc(NC(=O)Nc3ccc(C(F)(F)F)cc3)ccc2O[C@@H](C)CCCCO[C@H]1CN(C)C	50	5	x	-44	2	-8	x	x
S=C(Nc1ccc2c(c1)OCCO2)Nc1ccccc1Cl	-133	-75	0	1	0	3	-1	-2
N#Cc1ccc(-c2ccc3c(c2)[C@@H]2[C@@H](CCN2C(=O)c2ccncc2)[C@H](CO)N3)cc1	-18	-6	0	-13	20	-13	-6	-4
COc1cccc(-c2nc(=S)c3c(n2CCCO)CCCC3)c1	x	2	1	0	-1	0	0	-3
CCOc1ccc(C(=O)Nc2ccc(N3CCN(C)CC3)cc2)cc1[N+](=O)[O-]	4	20	x	x	6	x	-14	x
Cc1ccccc1CNC(=O)CC1C(=O)NCCN1Cc1c(F)cccc1Cl (configuration not stated)	13	34	x	x	11	-5	-2	x
COc1ccccc1C(O)(C(=O)NNc1ccccc1C)c1ccccc1OC	-11	-27	x	3	-11	-2	37	x
CCOc1ccc(S(=O)(=O)N2CCCCC2)cc1NC(=O)c1cccnc1OCC	-9	5	1	3	1	1	3	-6
CN1CCN(C(=O)C[C@H]2C[C@@H]3c4cc(NC(=O)Nc5ccc(F)cc5)ccc4O[C@@H]3[C@@H](CO)O2)CC1	x	-16	2	6	2	3	-9	8
Cc1ccc(CN2CC(=O)N3[C@H]4c5ccccc5OC[C@@H]4[C@H](c4ccccc4)[C@]3(C)C2=O)cc1	8	24	0	24	-25	-25	16	0
C[C@@H]1CN([C@H](C)CO)C(=O)c2cc(C3=CCCCC3)cnc2O[C@@H]1CN(C)Cc1ccccn1	x	-5	2	9	9	6	4	-2
CS(=O)(=O)N(Cc1ccccc1Cl)c1ccc(C(=O)N2CCCC2)cc1	21	4	-7	9	-6	5	2	-1
O=C(CCCn1c(=O)[nH]c2ccsc2c1=O)N1CCN(c2ccccn2)CC1	-6	x	-1	1	x	9	-7	-2
NCC[C@@H]1CC[C@H](NC(=O)Nc2ccc(F)cc2)[C@@H](CO)O1	1	-3	0	-39	-6	-9	-12	4
Cc1ccc(S(=O)(=O)N2CCN(C(=O)CCC(=O)NC3CCCc4ccccc43)CC2)cc1 (configuration not stated)	34	x	2	10	-4	1	-1	-1
Cc1cccc(NC(=S)NCc2ccccn2)c1	x	x	7	1	x	1	27	2
CC(C)(C)S(=O)N1Cc2cc(C(=O)NCc3ccc4c(c3)OCO4)nc(-c3cccc(-c4cccc(F)c4)c3)c2[C@@H]1CCO (some centres not stated)	40	7	x	x	-4	11	x	x
CC1(c2cccc(Br)c2)NC(=O)N(CC(=O)c2ccc3c(c2)OCCO3)C1=O (configuration not stated)	4	3	5	18	x	-4	6	-1
Cc1cccc(C(=O)NCC(=O)NNC(=O)c2ccccc2O)c1	5	-17	3	-2	0	-4	2	0
Cc1cc(C(=O)N(C2CCCCC2)C2CCCCC2)no1	x	x	-4	1	x	-11	-3	-1
CCc1ccc(CNC(=O)CCS(=O)(=O)Cc2ccc(C)cc2)cc1	0	3	3	-3	-3	-1	7	-1

In a second layout: results already given
molecule: Cc1sc2c(c1C)C(O)=C(C(=O)Nc1ccccc1)S(=O)(=O)N2C
  PAX8 reporter: -12; LGR2 inh: 8; PglD inh: x; Statin myotox sup: 2; INS-1E GSIS act: -10; PGC1a acetyl inh: x; ARNT TACC3 PPI: 2; Cneo AK release: x
molecule: CCOc1ccc(NC(=O)CCS(=O)(=O)c2ccc(Br)cc2)cc1
  PAX8 reporter: -3; LGR2 inh: -7; PglD inh: 6; Statin myotox sup: 2; INS-1E GSIS act: -9; PGC1a acetyl inh: 5; ARNT TACC3 PPI: 0; Cneo AK release: -1
molecule: CO[C@@H]1CN(C)C(=O)c2ccc(NC(=O)Nc3cccc(F)c3)cc2OC[C@@H](C)N(C(=O)Nc2c(C)noc2C)C[C@H]1C
  PAX8 reporter: -6; LGR2 inh: -2; PglD inh: 2; Statin myotox sup: -12; INS-1E GSIS act: -3; PGC1a acetyl inh: 2; ARNT TACC3 PPI: 4; Cneo AK release: -1
molecule: COCCNC(=O)c1ccc(N(C)S(=O)(=O)c2ccc(OC)c(OC)c2)cc1
  PAX8 reporter: x; LGR2 inh: -2; PglD inh: 8; Statin myotox sup: -15; INS-1E GSIS act: 44*; PGC1a acetyl inh: -6; ARNT TACC3 PPI: 4; Cneo AK release: 33

Sorted by molecular weight (smallest number first): some entries from above.
Compound	PAX8 reporter	LGR2 inh	PglD inh	Statin myotox sup	INS-1E GSIS act	PGC1a acetyl inh	ARNT TACC3 PPI	Cneo AK release
NCC[C@@H]1CC[C@H](NC(=O)Nc2ccc(F)cc2)[C@@H](CO)O1	1	-3	0	-39	-6	-9	-12	4
CCOc1ccc(C(=O)Nc2ccc(N3CCN(C)CC3)cc2)cc1[N+](=O)[O-]	4	20	x	x	6	x	-14	x
CO[C@@H]1CN(C)C(=O)c2ccc(NC(=O)Nc3cccc(F)c3)cc2OC[C@@H](C)N(C(=O)Nc2c(C)noc2C)C[C@H]1C	-6	-2	2	-12	-3	2	4	-1

2 consecutive compounds out of the list so far:
Compound	PAX8 reporter	LGR2 inh	PglD inh	Statin myotox sup	INS-1E GSIS act	PGC1a acetyl inh	ARNT TACC3 PPI	Cneo AK release
Cc1cc(C(=O)N(C2CCCCC2)C2CCCCC2)no1	x	x	-4	1	x	-11	-3	-1
CCc1ccc(CNC(=O)CCS(=O)(=O)Cc2ccc(C)cc2)cc1	0	3	3	-3	-3	-1	7	-1

Assay outcomes as filed in PubChem.

Hits appear at their usual frequency. Share with any hit: about 2.9%.
